Bioassay records as filed in PubChem BioAssay.
CAL PDZ FP-1 – inhibitors of human CAL PDZ peptide binding. purified CAL PDZ, TMR-peptide fluorescence polarization, 1 h. 300,000 tested, 0.92% active. Q9HD26. inhibition, % at 24.9 µM. AID 602252;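 active means mean inhibition of at least 30% with at least half of replicates also reaching 30%; inconclusive means no clear call, values can overlap the other calls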;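 further: 0% = DMSO neutral control and 100% = excess unlabeled competitor peptide PRC23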
PfHsp90 yeast 2 – reduces growth (ATP signal) of yeast expressing P. falciparum Hsp90; S. cerevisiae expressing PfHsp90, BacTiter-Glo ATP, 48 h; yeast lacking PDR1 and PDR3 efflux regulators; inhibition, % at 9.4 µM; 310,000 tested, 0.32% active; AID 504621;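 active means every replicate shows inhibition above about 80%, whatever the replicate mean, limit read from the data; inconclusive means mean inhibition reaches the set limit but some replicate falls short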;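 further: 0% = DMSO neutral controls and 100% = 20 µM radicicol positive controls; yeast relying on Plasmodium falciparum Hsp90 in place of its own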
PvdQ inh – P. aeruginosa PvdQ acylase inhibition. purified PvdQ acylase, fluorescence plate reader. inhibition, % at 10 µM. 340,000 tested, 0.063% active. AID 488965; in the data active means inhibition above about 30%, passing the limit was not always enough; inconclusive means no clear call, values can overlap the other calls;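 further: 0% = vehicle neutral wells and 100% = reference inhibitor wells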
SR-BI HDL uptake – blocks mouse SR-BI lipid uptake from DiI-HDL; Q61009; ldlA[mSR-BI] CHO cells, DiI-HDL uptake fluorescence, 3 h; inhibition, % at 12.5 µM; 320,000 tested, 0.96% active;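 active means mean replicate inhibition of at least 70% and a set share of replicates each scoring 70 or more; inconclusive means meets just one of the two criteria; inactive means fails both criteria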;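 further: 0% = median of neutral control wells and 100% = median of positive control wells; values of inactives mirror those of a sister screen read the other way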
Target sequence (Q61009 whole entry, looked up): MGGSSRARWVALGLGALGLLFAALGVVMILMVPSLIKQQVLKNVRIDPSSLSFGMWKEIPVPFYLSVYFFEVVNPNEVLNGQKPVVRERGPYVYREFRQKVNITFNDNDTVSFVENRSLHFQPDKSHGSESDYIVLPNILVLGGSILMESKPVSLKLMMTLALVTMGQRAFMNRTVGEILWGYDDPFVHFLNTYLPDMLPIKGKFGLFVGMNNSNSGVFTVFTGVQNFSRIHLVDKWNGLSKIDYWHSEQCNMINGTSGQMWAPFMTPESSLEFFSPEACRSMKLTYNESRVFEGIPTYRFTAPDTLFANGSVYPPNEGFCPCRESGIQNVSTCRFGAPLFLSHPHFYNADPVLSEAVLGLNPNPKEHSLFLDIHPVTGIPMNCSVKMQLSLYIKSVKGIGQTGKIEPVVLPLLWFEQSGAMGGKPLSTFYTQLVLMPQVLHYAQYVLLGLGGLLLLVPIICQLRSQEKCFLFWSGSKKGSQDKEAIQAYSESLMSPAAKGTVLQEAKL
CAL PDZ FP-2 – inhibitors of human CAL PDZ peptide binding | Q9HD26 | purified CAL PDZ, TMR-peptide fluorescence polarization, 1 h | inhibition, % at 20 µM | 330,000 tested, 0.02% active | AID 504414;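 active means highest replicate inhibition of at least 40%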;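 further: plate controls were DMSO neutral control wells for no effect and unlabeled competitor peptide control wells for full effect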
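Test system: tagged CAL PDZ domain / Buffer or medium: sodium phosphate/NaCl buffer pH 7.4 with TCEP, IgG, Thesit / Reagent: TMR-labelled reporter peptide T*-PRC34 bound in PDZ groove / Compound dosing: single point, 20 µM / Schedule: 1 h incubation at room temperature before polarization reading / Technique: fluorescence polarization (mP) / Benchmarks: unlabelled peptide, DMSO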
dFosB activator – activators of mouse delta FosB homodimer; P13346; purified delta FosB, TAMRA-CDK5 oligo fluorescence polarization; percent of positive-control signal above neutral wells; activation, % at 25 µM; 340,000 tested, 0.99% active;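 active means mean activation above about 17%, with every replicate also reaching it, limit read from the data, passing the limit was not always enough; inconclusive means only one of the two conditions met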;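 further: fluorescence polarization rise as delta FosB binds a TAMRA Cdk5 AP-1 oligo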
Target sequence (P13346 whole entry, looked up): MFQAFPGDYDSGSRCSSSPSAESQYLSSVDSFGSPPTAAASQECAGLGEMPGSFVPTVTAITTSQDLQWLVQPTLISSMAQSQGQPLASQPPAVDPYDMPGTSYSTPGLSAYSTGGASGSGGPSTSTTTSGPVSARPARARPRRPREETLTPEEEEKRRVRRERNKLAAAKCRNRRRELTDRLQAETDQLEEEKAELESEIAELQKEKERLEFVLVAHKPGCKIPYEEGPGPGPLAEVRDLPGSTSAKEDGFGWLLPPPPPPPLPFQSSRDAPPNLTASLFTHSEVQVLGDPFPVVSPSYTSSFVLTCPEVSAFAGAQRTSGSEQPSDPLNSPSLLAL
SR-BI uptake up – enhances SR-BI lipid uptake from DiI-HDL; CHO ldlA[mSR-BI] cells, DiI-HDL uptake fluorescence, 3 h; 100 = double the neutral-control signal; activation, % at 12.5 µM; 320,000 tested, 0.096% active; AID 504775;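 active means mean replicate activation of at least 60% and every replicate at or above 60%; inconclusive means mean or all-replicate condition met, but not both; inactive means mean below 60% and not all replicates reaching 60%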;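 further: 0% = median plate neutral-control signal and 100% = twice that signal; values of inactives mirror those of a sister screen read the other way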
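System: CHO ldlA[mSR-BI] cells / Medium: HEPES-buffered (25 mM, pH 7.4) F12 plus 0.5% BSA / Probe or stimulus: labelled HDL, 10 µg/mL / Doses: single compound concentration, delivered by pin transfer / Schedule: 3 h, 37 °C / Measured by: DiI fluorescence, bottom read / Measure: cell-associated DiI fluorescence as measure of HDL uptake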
MITF act – activators of MITF-driven TRPM1 promoter activity in SK-MEL-5 cells | AID 588334 | 300,000 tested, 0.75% active | SK-MEL-5 TRPM1-promoter luciferase, 24 h; % of positive control, neutral wells = 0 | activation, % at 12.5 µM;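 active means mean activation of at least 80% with every replicate also reaching 80%; inconclusive means mean reaches 80% but some replicate falls short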;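 further: 0% = neutral control wells and 100% = parthenolide positive control wells; values of inactives mirror those of a sister screen read the other way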
Rtt109 HAT inh – C. albicans Rtt109 histone acetyltransferase inhibition. purified Rtt109/Vps75, ThioGlo CoA-SH fluorescence, 4 h. inhibition, % at 34.9 µM. 330,000 tested, 0.16% active;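 active means inhibition of at least 50% in every replicate; inconclusive means best replicate reaches 50% inhibition but some replicates fall short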
NSD2 HMT inh – NSD2 (human) methyltransferase inhibition; NSD2 peptide methylation, AlphaScreen, 120 min; 310,000 tested, 0.54% active; inhibition, % at 12.5 µM; O96028; AID 743445; in the data active means inhibition above about 50%
Starred values were filed as active, the others as inactive; ? = inconclusive; · = not tested or not shown.

Preview (2 entries):
SMILES	CAL PDZ FP-1	PfHsp90 yeast 2	PvdQ inh	SR-BI HDL uptake	CAL PDZ FP-2	dFosB activator	SR-BI uptake up	MITF act	Rtt109 HAT inh	NSD2 HMT inh
O=C(c1cnccn1)N1CCN(c2ccccc2F)CC1	2	7	9	-20	0.5	4	20	2	-5	-5
COc1ccc(N=C2S/C(=C\c3ccc(Cl)c([N+](=O)[O-])c3)C(=O)N2CCN(C)C)cc1	-3	-15	-13	-3	·	23*	3	-21	4	1

The whole of this part (from the top)
SMILES	CAL PDZ FP-1	PfHsp90 yeast 2	PvdQ inh	SR-BI HDL uptake	CAL PDZ FP-2	dFosB activator	SR-BI uptake up	MITF act	Rtt109 HAT inh	NSD2 HMT inh
O=C(c1cnccn1)N1CCN(c2ccccc2F)CC1	2	7	9	-20	0.5	4	20	2	-5	-5
COc1ccc(N=C2S/C(=C\c3ccc(Cl)c([N+](=O)[O-])c3)C(=O)N2CCN(C)C)cc1	-3	-15	-13	-3	·	23*	3	-21	4	1
c1ccc2[nH]c(SCc3cscn3)nc2c1	0	·	-7	-6	-0.7	1	6	·	1	-1
Clc1cc(Cl)c2nc(N3CCCCC3)sc2c1	-10	-5	0	7	-0.9	-9	-7	70	0	-3
O=C(CSc1nc(-c2ccccc2)cs1)N1CCc2ccccc21	1	·	-4	9	-0.9	0	-9	·	·	-1
CC(NC(=O)C1CCN(C(=O)c2ccc(F)cc2)CC1)c1ccc(-n2ccnc2)cc1 (configuration not stated)	·	21	-6	-6	-0.6	-7	6	4	0	5
CCN1C(=O)[C@@H]2[C@@H](c3ccc(-c4ccccc4)cc3)N3CCC[C@@]3(C(=O)OC)[C@@H]2C1=O	-5	16	-14	17	-0.9	-4	-17	7	16	·
O=C(NC1CC1)C1Nc2ccc(OC(F)(F)F)cc2C2C=CCC12 (configuration not stated)	-4	-9	-7	18	-0.2	-9	-18	-8	-3	·
Cc1ccccc1OCCC(=O)Nc1ccc(N2CCOCC2)cc1N1CCOCC1	0	7	-10	10	-1.8	-6	-10	1	0	3
C/C(=N\NC(=O)COc1ccc(C(C)(C)C)cc1)c1ccc(-n2ccnc2)cc1	-4	11	-11	51	-1.5	1	-51	64	-1	2
CN1C(=O)N(c2ccccc2)C(Nc2nncs2)C1(C)C (configuration not stated)	-1	-26	-4	3	-2.8	-10	-3	5	8	2
C=CCn1c(SCc2cc(=O)n3ccsc3n2)nc2cc(Cl)ccc2c1=O	·	42	-3	20	-0.8	-18	-20	-13	-9	-14
C=CCn1c(C)cc(C(=O)COC(=O)c2n[nH]c(=O)c3ccccc23)c1C	·	·	-1	7	-1.1	5	-7	53	8	1
CC(C(=O)N1CCN(C(=O)c2ccco2)CC1)n1sc2ccccc2c1=O (configuration not stated)	-1	4	8	2	-2.0	-1	-2	3	5	9
COc1ccc(Cl)c(CNC[C@H]2O[C@@H](n3cnc(C(N)=O)n3)[C@H](O)[C@@H]2O)c1	-3	-20	-19	-2	-0.2	-7	2	1	6	·
Cn1c(SCC(=O)C(C)(C)C)nnc1-c1ccc(F)cc1	2	2	4	12	-0.5	-3	-12	13	-15	-9
C=CCN(CC=C)CC(=O)Nn1c(C)ccc1C	0	·	-8	-11	0.2	-6	11	-2	2	2
NS(=O)(=O)c1ccc(CCNS(=O)(=O)c2cccs2)cc1	·	21	-5	-5	0.3	2	5	-5	-6	0
CCc1nc(SCC(=O)N2CC(=O)Nc3ccccc32)c2c(C)c(C)sc2n1	0	14	9	27	-1.6	-1	-27	-11	30	0
O=S(=O)(Nc1ccc(Cl)cc1)c1ccc(N2CCOCC2)c(NC(=S)NC2CC2)c1	·	-21	-5	21	-0.1	-13	-21	-6	-2	-2
CCOC(=O)Nc1ccc(NS(=O)(=O)c2ccc(C)cc2)cc1	?	13	-13	21	-3.1	-8	-21	·	-13	27
O=C1OC(c2cccs2)=N/C1=C/c1ccc(-c2cccc(C(=O)O)c2)o1	2	-7	-7	-26	-1.9	-8	26	-1	6	31
O=C(CN1C(=O)c2ccc([N+](=O)[O-])cc2C1=O)NCc1ccco1	3	-8	-5	-11	-1.5	2	11	9	10	0
CCCCOc1cccc(-c2nnc(N)s2)c1	-5	11	-8	6	-1.1	-5	-6	12	4	0
CCC1(c2ccccc2)NC(=O)N(CC(=O)Nc2ccc(S(=O)(=O)N3CC(C)CC(C)C3)cc2)C1=O (configuration not stated)	-4	-7	-15	-30	-1.3	-16	30	0	5	-1
CCCN(CC(=O)Nc1ccc(F)c(F)c1F)C(=O)c1ccc(=O)n(Cc2ccccc2)n1	-4	·	7	34	-2.5	-3	-34	-11	15	-2
Cc1ccc2nc(CSc3nc(C)cc(C)c3C#N)[nH]c2c1	·	·	-11	29	-3.0	-19	-29	51	-27	0
COc1ccc(N2Nc3n[nH]c(N)c3N2)cc1	-1	-1	1	4	0.3	-7	-4	35	-3	6
CCOc1ccccc1NC(=O)C(Sc1nnc2ccccn12)c1ccccc1 (configuration not stated)	0	19	-8	-24	-1.0	-3	24	17	3	0
C=CCNc1oc(C2CCCC2)nc1C#N	-5	19	-18	-1	-0.8	-3	2	-10	6	·
OCc1cc(-c2ccccn2)no1	0	-19	-11	-13	-0.3	1	13	0	-2	·
O=C(NCCS(=O)(=O)N1CCN(c2ccccc2F)CC1)c1ccc(Br)cc1	-2	4	-24	-9	-0.3	-3	9	-5	5	-3
CC(C)NC(=O)NC(=O)COC(=O)c1c2c(nc3ccccc13)CCC2	-4	-7	-9	·	-1.1	-14	·	-26	0	10
O=C(NCC1CCCO1)c1onc(CSc2cccc3ccccc23)c1C(=O)O (configuration not stated)	-2	8	-18	-17	-1.8	-5	17	13	7	·
O=[N+]([O-])c1cc(F)cc(F)c1Nc1ccc(F)cc1	-4	-14	4	2	-0.1	6	-2	-11	-5	0
Cc1c(C(=O)N2CCOCC2)sc(NC(=O)Cc2ccccc2)c1C#N	-11	3	-7	-4	-0.5	-5	4	6	-1	0
CCOC(=O)c1cnc(-n2nc(C)cc2C)nc1N(CC)CC	·	·	-4	16	-0.8	-5	-16	-15	-1	-1
COc1cc(/C=N/NC(=O)CCC(=O)Nc2ccc(C)cc2)ccc1O	-2	-27	-13	12	-2.8	4	-12	10	-5	0
CC(C)(C)c1ccc(-c2n[nH]c(=S)n2/N=C/c2ccncc2)cc1	-4	-18	-9	-16	-1.5	-8	16	10	-1	9
CCOC(=O)C1(Cc2cccc(OC)c2)CCN(Cc2cccc(OC)c2OC)CC1	-1	25	-15	3	-0.3	-11	-3	-1	-1	2
COc1cc(C(C2C(=O)CC(C)(C)CC2=O)C2C(=O)CC(C)(C)CC2=O)cc(OC)c1OC	-8	-16	-2	-26	-1.7	1	26	·	4	0
CC(C)N(C1=N/C(=C\c2ccco2)C(=O)N1c1ccccc1)C(C)C	0	6	10	-5	0.1	5	5	-8	-5	6
COc1c(N2CCN(C(=S)Nc3ccccc3F)C(C)C2)c(F)cc2c(=O)c(C(=O)O)cn(C3CC3)c12 (configuration not stated)	2	-16	-8	·	-0.4	-4	·	-24	-11	2
CC(=O)Nc1cc2c3c(c1)CCN3C(=O)CC2	-5	-2	11	-2	-0.2	4	2	7	3	-11
CCCc1nc(SCC(=O)NCC2CCCO2)c2c(=O)n(C)c(=O)n(C)c2n1 (configuration not stated)	0	-15	-11	17	-3.1	-9	-17	-7	3	-5
CC(C)NC(=O)c1onc(CSc2ccccc2F)c1C(=O)O	5	5	1	-41	-0.4	4	41	·	0	·
Cc1ccc(S(=O)(=O)Nc2cccc(C(=O)NCc3cccnc3)c2)cc1F	1	-51	-7	-20	-0.2	-5	20	-37	2	1
Nc1nc2nc(-c3ccccc3)cc(C(F)(F)F)c2s1	-4	18	4	-6	-1.3	-27	6	-4	-3	3
COc1ccc(-c2oc3ccccc3c2C(=O)OCc2ccc([N+](=O)[O-])cc2)cc1	0	-13	-10	65	0.3	-6	-65	15	4	·
CC1(C)OC(C(O)(c2ccccc2)c2ccccc2)[C@@H](C(O)(c2ccccc2)c2ccccc2)O1 (some centres not stated)	-4	-8	-10	24	0.1	1	-24	-6	0	·
O=C(NC1=NCCS1)C1CC(=O)N(c2ccc(Cl)cc2)C1 (configuration not stated)	·	-11	-10	-6	-0.1	0	6	-9	-8	3
COc1ccc(CNC(=O)COC(=O)c2ccc(C(=O)c3ccccc3)cc2)cc1	·	·	-20	-3	-0.8	-2	3	-2	-4	4
Clc1cccc(Nc2nc(-c3ccncc3)cs2)c1	-5	1	-16	68	0.0	-1	-68	?	-3	-3
CC1CCCCN1C(=O)C12CCC(C)(C(=O)C1)C2(C)C (configuration not stated)	-3	-16	0	-9	0.2	4	9	-7	3	-1
COC(=O)C(O)(CC(=O)Nc1ccc(Cl)cc1F)C(F)(F)F (configuration not stated)	-3	5	2	13	-1.6	5	-13	-4	·	0
N#Cc1ccc(N/N=C/c2cn(-c3ccccc3)nc2-c2ccccc2)c([N+](=O)[O-])c1	0	-15	-6	-21	-1.4	6	21	-47	-5	1
C=CCNC(=O)C1CCN(S(=O)(=O)c2ccccc2)CC1	1	-28	-17	-4	0.9	7	4	·	-9	-1
COc1cc(NC(=O)CSc2nnc3n2C(C)(C)Cc2ccccc2-3)cc(OC)c1	-3	·	12	-6	-1.7	-2	6	19	4	-3
O=C(N/N=C/c1ccc([N+](=O)[O-])cc1)c1cccnc1	-6	2	-9	-24	0.6	1	24	5	1	1
O=C(COC(=O)CC1SC(N2CCCC2)=NC1=O)Nc1c(F)c(F)c(F)c(F)c1F (configuration not stated)	2	·	0	-12	0.1	-6	12	-2	10	9
(next part)
SMILES	CAL PDZ FP-1	PfHsp90 yeast 2	PvdQ inh	SR-BI HDL uptake	CAL PDZ FP-2	dFosB activator	SR-BI uptake up	MITF act	Rtt109 HAT inh	NSD2 HMT inh
Cn1c(=O)n(Cc2ccccc2Cl)c(=O)c2c1[nH]c(=S)n2C	-4	-11	1	-4	-1.1	-1	4	-3	7	7
CC(C)OCCCn1c(-c2ccco2)nc2nc3ccccc3nc21	-4	·	-20	5	·	-25	-5	8	-5	1
COC(=O)Cc1ccc(NC(=S)NCCSc2ccc(Cl)cc2)cc1	1	-12	-7	27	-1.3	-7	-27	·	2	0
COC(=O)c1ccc(N2C(=O)CC(Sc3n[nH]c(C)n3)C2=O)cc1 (configuration not stated)	-4	-3	4	-43	-0.1	-7	43	-4	-3	0
CCOC(=O)c1sc(NC(=O)c2cc3ccccc3o2)nc1C	8	·	-8	38	-2.2	-9	-38	-39	4	4
Cc1nnc(SCC(=O)O)s1	3	-23	-16	-13	-0.5	6	13	17	-7	-3

The order is random; any-hit rate near 4.3%.
